# ATXN2 expr inh = ATXN2 expression inhibition; HEK-293 ATXN2-luciferase reporter, luminescence, 24 h; Potency, µM (highest dose often 57 µM), without a hit: at the top dose activity change, negative = inhibition, hits mostly inhibitors; actives 0.72% (n = 360,000); AID 1745845; note: % is set by controls: 0 for no effect and ±100 for the full control effect; nearly all actives have a fitted effect of over 55% in size
#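 qHTS (up to 57 uM final) was run with 24 h compound exposure of reporter cells at 37 °C. Each well was multiplexed: SteadyGlo luminescence measured ATXN2-luciferase expression after a fluorogenic Gly-Phe-AFC viability readout (25 uM final).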
# Nrf2 activator = activates Nrf2 signaling; AREc32 ARE-luciferase reporter (MCF7-derived line), luminescence, 24 h; Potency, µM (series often up to 46.1 µM), for the others: at the highest dose activation, actives largely listed as activators; actives 0.31% (n = 410,000); note: % of control where 0% means no effect; nearly all actives have a fitted effect of over 65% in size
#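 Luciferase luminescence (Steady-Glo, 30 min at room temperature) served as the read-out of ARE activation in AREc32 cells treated with compounds for 24 hr at 37 deg C.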
# S2 tox = viability counter-screen for ATXN expression inhibitors; S2 cells (HEK-293 line with an ATXN2-luciferase reporter) viability, CellTiter-Fluor protease fluorescence, 24 h; Potency, µM (highest dose often 56.7 µM), usual class: cytotoxic; actives 0.49% (n = 400,000); AID 651635; note: nearly all actives have a fitted effect of over 40% in size
# Nrf2 block = blocks Nrf2 signaling; A549 ARE-Fluc reporter, luciferase luminescence, 18-24 h; AID 504444; Potency, µM (titrated, usually from 46 µM), for inactives: at the top dose activity change, negative = inhibition, hits mostly inhibitors; actives 2.1% (n = 360,000); note: % is set by controls: 0 for no effect and ±100 for the full control effect; nearly all actives have a fitted effect of over 60% in size
#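 A549 ARE_Fluc cells (5000/well, 5% FBS OPTI-MEM) pre-incubated 2 h, then treated with compounds 18-24 h at 37C/5% CO2 in concentration-response. CellTiter-Fluor viability read first; BugLite luciferase luminescence after 15 min at room temperature gives Nrf2 activity.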
# MCF10A rerep = induces DNA re-replication in MCF 10a normal breast cells. actives 2.9% (n = 350,000). AID 624296. Potency, µM (highest dose often 46.1 µM), inactives show at the highest dose activity, positive = re-replication, actives largely listed as activators. MCF 10A DNA re-replication, Hoechst nuclear intensity, 48 h; note: % of control where 0% means no effect; nearly all actives have a fitted effect of over 50% in size
# EPAC2 antag = EPAC2 (human) antagonism. Q8WZA2. EPAC2 GEF exchange of Rap1B-BODIPY-GDP, fluorescence. Potency, µM (highest dose often 114 µM), inactives show at the highest dose activity, negative = inhibition, actives largely listed as inhibitors. actives 0.18% (n = 360,000); note: % is set by controls: 0 for no effect and ±100 for the full control effect; nearly all actives have a fitted effect of over 45% in size; many of its hits are not listed in these tables
# Target sequence (Q8WZA2 whole entry, looked up): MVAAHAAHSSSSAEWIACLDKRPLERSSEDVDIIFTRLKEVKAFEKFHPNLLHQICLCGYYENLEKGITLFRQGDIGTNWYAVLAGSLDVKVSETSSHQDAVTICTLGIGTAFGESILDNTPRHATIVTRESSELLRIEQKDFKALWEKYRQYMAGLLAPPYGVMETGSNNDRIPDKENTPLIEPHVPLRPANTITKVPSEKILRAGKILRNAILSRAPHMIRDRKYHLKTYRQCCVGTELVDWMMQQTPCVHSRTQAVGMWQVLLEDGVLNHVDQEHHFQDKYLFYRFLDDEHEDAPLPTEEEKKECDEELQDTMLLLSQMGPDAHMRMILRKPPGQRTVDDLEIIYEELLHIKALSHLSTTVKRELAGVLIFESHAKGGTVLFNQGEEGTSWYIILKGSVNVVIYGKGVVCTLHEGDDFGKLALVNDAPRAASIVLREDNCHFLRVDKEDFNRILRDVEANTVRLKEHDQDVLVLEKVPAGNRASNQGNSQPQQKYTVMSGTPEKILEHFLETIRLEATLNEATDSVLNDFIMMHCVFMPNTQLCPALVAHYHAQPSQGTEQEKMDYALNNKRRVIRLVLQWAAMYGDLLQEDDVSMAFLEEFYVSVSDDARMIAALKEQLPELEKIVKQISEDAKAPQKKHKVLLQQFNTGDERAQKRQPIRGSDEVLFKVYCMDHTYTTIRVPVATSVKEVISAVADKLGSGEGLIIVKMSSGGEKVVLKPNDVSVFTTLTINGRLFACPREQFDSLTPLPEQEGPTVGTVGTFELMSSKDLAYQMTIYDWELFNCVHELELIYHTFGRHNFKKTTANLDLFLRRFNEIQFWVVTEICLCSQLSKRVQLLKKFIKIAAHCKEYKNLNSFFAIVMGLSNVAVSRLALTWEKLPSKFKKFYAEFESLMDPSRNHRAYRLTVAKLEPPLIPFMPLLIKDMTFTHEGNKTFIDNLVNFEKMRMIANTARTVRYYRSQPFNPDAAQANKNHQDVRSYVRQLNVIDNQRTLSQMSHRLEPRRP
# A549 viability = A549 cytotoxicity, counter-screen for Nrf2 inhibitors; A549 ARE-Fluc cells, CellTiter-Fluor viability, 18-24 h; Potency, µM (top dose mostly 46 µM), for inactives: top-dose activity change, negative = cytotoxicity, hits mostly inhibitors; actives 0.16% (n = 390,000); note: % is set by controls: 0 for no effect and ±100 for the full control effect
#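 A549 ARE-Fluc cells in 5% FBS OPTI-MEM, 5000 cells/well, rested 2 h then exposed to compounds in concentration-response for 18-24 h at 37 °C. Viability by CellTiter-Fluor fluorescence (Ex 405/Em 525) after 30 min; luciferase luminescence (BugLite, 15 min, RT) read afterwards.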
# TGFb SMAD3 inh = blocks TGF-b signaling; HepG2 CAGA-GFP TGF-b/SMAD3 reporter, GFP fluorescence, 18 h; TGF-beta stimulated, 500 pg/mL final; Potency, µM (top dose mostly 46.1 µM), inactives show at the highest dose activity, negative = inhibition, actives largely listed as inhibitors; actives 1.2% (n = 410,000); note: % is set by controls: 0 for no effect and ±100 for the full control effect; nearly all actives have a fitted effect of over 65% in size
#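 Read-out: total well GFP (ex488/em500-530) summed from mean per-cell fluorescence. Cells: HEPG2 CAGA-GFP, 1% FBS DMEM, 18 h at 37 degrees C with 500 pg/mL final TGF-beta. Unstimulated wells served as the full-inhibition control; stimulated DMSO wells = 0%.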
# HepG2 tox = HepG2 cytotoxicity, counter-screen for TGF-b inhibitors; HepG2 CAGA-GFP viability, ATP luminescence, 18 h; Potency, µM (doses to about 46.1 µM), for inactives: top-dose activity change, negative = cytotoxicity, usual class: cytotoxic; actives 0.76% (n = 410,000); note: some results filed as inactive show a strong effect at the top dose
#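 CellTiter-Glo luminescence gave cytotoxicity after 18 hours at 37 degrees C. The cells were HepG2 CAGA-GFP in 1% FBS DMEM, stimulated with 500 pg/mL TGF-beta after compound addition. %Activity was normalised to no-cell wells (complete cell-killing) and DMSO (no toxicity), and curves were fitted and classified.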
# Numbers without * were called inactive; i = inactive; ? = inconclusive; nt = not tested or not shown; & = joins results of further samples; [ ] = another dose, or the depositor's remark. Calls come from the whole dose curve; as a rule, active = well fitted curve in the direction sought with a large enough effect; inconclusive = small, poorly fitted or top-dose-only effect, or another doubt; inactive = no such curve, though single readings can be large; an effect the other way counts as inactive or inconclusive. Potency is the fitted concentration of half-maximal effect. Not all compounds are listed, so the mix of outcomes need not match the whole.
SMILES,ATXN2 expr inh,Nrf2 activator,S2 tox,Nrf2 block,MCF10A rerep,EPAC2 antag,A549 viability,TGFb SMAD3 inh,HepG2 tox
Cc1c(/N=C(\[O-])Nc2ccc(Br)cc2)sn[n+]1C,nt,-0.1%,i,?,-4%,1%,0%,-17%,-30%
Fc1ccccc1/C=N/Nc1ncnc2ccccc12,-9%,?,i,?,-3%,4%,-7%,?,-47%
Cc1ccc(-n2ncc(C(=O)NCc3ccc4c(c3)OCO4)c2C2CCN(C(=O)OC(C)(C)C)CC2)c(C)c1,?,0.5%,?,?,nt,nt,-2%,?,-30%
CCn1c(=O)cc(SCC(=O)N(C)Cc2ccccc2)c2ccccc21,15%,4.1%,i,-8%,0%,-4%,-21%,0%,-14%
COc1cc(/C=C/C(=O)OCC(=O)NC(=O)NC(C)(C)C)ccc1OCC#N,-1%,3.1%,i,-21%,1%,-19%,2%,-1%,-22%
COC(=O)c1ccc(C(c2c(N)n(CC(C)C)c(=O)[nH]c2=O)N2CCN(c3ccccc3)CC2)cc1 (stereo not drawn),4%,2.3%,i,-2%,26%,3%,-4%,-1%,-4%
Cn1c(=O)oc2cc(S(=O)(=O)Nc3ccc(O)cc3)ccc21,5%&2%,0.4%&3.6%,i,-18%,-6%,14%,-14%&6%,-3%&16%,-12%&0%
O=C(CCS(=O)(=O)c1ccccc1)NCCS(=O)(=O)c1ccccc1,23%,-0.1%,i,2%,-2%,4%,0%,?,-13%
C/C=C(/C)C(=O)O[C@@H]1c2c(ccc3ccc(=O)oc23)OC(C)(C)[C@@H]1OC(C)=O,-9%,4.5%,i,-16%,?,-14%,-6%,?,-18%
COc1cccc(C2Nc3ccccc3C(=O)N2c2ccc(F)cc2)c1O (stereo not drawn),18%,2.3%,i,?,14%,7%,-1%,0%,-16%
O=C(NCCCN1CCc2ccccc2C1)C1CCN(S(=O)(=O)N2CCCC2)CC1,4%,0.6%,i,7%,1%,11%,13%,-13%,-24%
CC1(C(=O)NS(=O)(=O)c2ccc(Cl)s2)CCN1C(=O)Cc1ccccc1Cl (stereo not drawn),-1%,-0.4%,i,nt,nt,-8%,nt,-6%,2%
CCOC(=O)c1c(C)[nH]c(C)c1S(=O)(=O)N1CCCC(C(=O)Nc2ccccc2OCC)C1 (stereo not drawn),1%,2.6%,i,?,nt,nt,24%,?,-12%
O=C(Nc1ccsc1C(=O)NC1CCCCC1)c1ccc(F)cc1,-25%,9.3%,?,-20%,10%,3%,-9%,14%,-41%
O=C(c1ccc(S(=O)(=O)N2CCCC2)cc1)N1CCC(CN2C(=O)c3cccc4cccc(c34)C2=O)CC1,-10%,4.7%,i,?,-1%,-5%,4%,-24%,-36%
COc1cccc(-c2nnc(-c3ccccc3NC(=O)c3cccc(C(F)(F)F)c3)o2)c1,35%,-1.0%,i,16%,nt,nt,2%,3%,-1%
CCN(C(=O)CSc1nnc(-c2ccccc2)o1)c1c(N)n(Cc2ccccc2)c(=O)[nH]c1=O,20%,0.2%,i,0%,11%,13%,0%,6%,5%
Cc1cc(C)c2c(-n3cccc3)c(NC(=O)OCc3ccccc3)sc2n1,-12%,-0.5%,i,nt,?,-3%,-1%,?,16%
CCCCN(C)CCNC(=O)C1CCN(c2nc3ccc(CC)cc3s2)CC1,nt,6.9%,nt,7%[9.27 µM],nt,nt,2%,nt,-98%
C=CCN(C(=O)CSC1=NC(=O)CN1C(C)=O)c1nc(C)c(-c2ccccc2)s1,2%,14%,i,-13%,12µM*,?,2%,13µM*,-14%
CCOC(=O)[C@@H](NC(=O)CC[C@H]1O[C@@H](n2ccc(=O)[nH]c2=O)[C@H](O)[C@@H]1O)C(C)C,11%,-0.5%,i,nt,nt,9%,nt,-11%,5%
COc1ccccc1CNC(=O)c1cc2c(s1)CS(=O)(=O)C2,11%,-0.2%,i,8%,4%,1%,-3%,-1%,1%
NC(=O)CSc1nnnn1-c1ccccc1Cl,-11%,0.7%,i,-16%,1%,6%,1%,6%,-3%
COc1ccc(Br)cc1CNC(=O)c1ccc2c(c1)N(C)CCS2,0%,0.5%,?,0%,3%,-2%,21%,-3%,-33%
O=C(NCc1ccccc1)N1CCN(CCO)CC1,4%,-0.5%,i,?,2%,-14%,-1%,5%,-4%

# Overlap with the part before: 5 entries; new compounds follow.
SMILES,ATXN2 expr inh,Nrf2 activator,S2 tox,Nrf2 block,MCF10A rerep,EPAC2 antag,A549 viability,TGFb SMAD3 inh,HepG2 tox
CCOC(=O)[C@@H](NC(=O)CC[C@H]1O[C@@H](n2ccc(=O)[nH]c2=O)[C@H](O)[C@@H]1O)C(C)C,11%,-0.5%,i,nt,nt,9%,nt,-11%,5%
COc1ccccc1CNC(=O)c1cc2c(s1)CS(=O)(=O)C2,11%,-0.2%,i,8%,4%,1%,-3%,-1%,1%
NC(=O)CSc1nnnn1-c1ccccc1Cl,-11%,0.7%,i,-16%,1%,6%,1%,6%,-3%
COc1ccc(Br)cc1CNC(=O)c1ccc2c(c1)N(C)CCS2,0%,0.5%,?,0%,3%,-2%,21%,-3%,-33%
O=C(NCc1ccccc1)N1CCN(CCO)CC1,4%,-0.5%,i,?,2%,-14%,-1%,5%,-4%
CCOC(=O)C1(C)CCCN1C(=O)c1csnn1 (stereo not drawn),1%,-0.2%,i,nt,nt,2%,nt,18%,15%
O=C(Cn1nnc2ccccc2c1=O)NCc1ccc(Cl)cc1,-3%,-0.1%,i,1%,0%,-6%,9%,6%,3%
CCCCC1CCc2[nH]nc(C(=O)O)c2C1 (stereo not drawn),-2%,-1.3%,i,-11%,39%,8%,4%,-2%,-2%
CC(C)(C)NC(=O)NC(=O)COC(=O)C1c2ccccc2Oc2ccccc21,-12%,0.2%,i,-19%,30%,-21%,0%,-18%,-20%
CCOC(=O)CN1CC23C=CC(O2)C(C(=O)Nc2ccc(F)cc2)C3C1=O (stereo not drawn),1%,0.0%,i,11%,-4%,19%,-7%,10%,0%
C=C(C)COc1ccc(C2NC(=O)c3ccccc3O2)cc1OCC (stereo not drawn),-1%,0.7%,i,2%,-5%,-4%,0%,-12%,5%
O=S(=O)(Nc1cccc(-n2cnnn2)c1)c1cc(Cl)ccc1Cl,nt,6.5%,?,1%,18%,-6%,1%,2%,-16%
O=C(Nc1cccc2c1CCCC2)c1cc(C2CCCCN2S(=O)(=O)c2cccs2)on1 (stereo not drawn),5%,3.1%,i,nt,nt,-13%,nt,8%,-7%
COc1ccc(/C=C/C(=O)c2cc3c(cc2N)OCO3)cc1,35%[activator],?,?,25%,?,-7%,2%,-11%,-66%
Cc1ccccc1-n1c(=O)cc(NCc2ccc3c(c2)OCO3)[nH]c1=O,-6%,-0.1%,i,nt,-1%,13%,-1%,8%,2%
COc1ccc(OC)c(NC(=O)COC(=O)/C=C/c2c(C)nn(C3CCS(=O)(=O)C3)c2Cl)c1 (stereo not drawn),-1%,0.7%,i,nt,0%,1%,-3%,-11%,-2%
Cc1ccc(C(=O)OCC(=O)Nc2ccc(C)c(S(=O)(=O)N3CCCCC3)c2)o1,nt,-0.4%,i,nt,nt,-10%,nt,3%,-12%
C[C@H]1[C@H](C)CC[C@]2(C)CC[C@]3(C)C(=CC(=O)C4[C@@]5(C)CC[C@H](O)C(C)(C)C5CC[C@]43C)[C@H]12 (stereo partly drawn),5%,-0.3%,i,-1%,?,4%,-1%,-11%,-4%
Cc1cccc(C)c1-n1nnnc1C1(C)CCC(=O)N1Cc1cccs1 (stereo not drawn),3%,0.2%,i,nt,nt,3%,nt,nt,nt
CCN(C(=O)CSc1nc(-c2cccs2)nc2ccccc12)C1CCS(=O)(=O)C1 (stereo not drawn),6%,0.2%,i,?,?,-9%,-15%,-7%,13%
CC(=O)c1c(C)nn(C(=O)N2CCOCC2)c1C,3%,0.2%,i,3%,-1%,7%,-4%,-12%,-3%
O=c1/c(=C/c2ccccn2)sc2n1CN(c1ccccc1)CN=2,8%,4.1%,i,-3%,-7%[9.22 µM],11%,1%,0%,14%
CN(CC(=O)NCC1COc2ccccc2O1)S(=O)(=O)c1ccc(Cl)cc1 (stereo not drawn),8%,-0.5%,i,4%,11%,-3%,-4%,-9%,-10%
Cc1ccc(C)c(Cn2nnc3c(=O)[nH]c(C4CCCN(S(=O)(=O)Cc5ccccc5)C4)nc32)c1 (stereo not drawn),?,0.3%,?,-19%,-16%,0%,-12%,32%[activator],2%
O=C1COC(c2ccccc2)C2CCCCN12 (stereo not drawn),-17%,0.1%,i,8%,0%,2%,-2%,?,-4%
CCCCNS(=O)(=O)CCNCc1ccccc1OC,6%,-1.0%,i,18%,-17%,17%,-2%,6%,9%
O=C1CCCC(O)=C1N=Nc1cccc(C(=O)O)c1,?,-1.3%,?,1%,0%,2%,?,-15%,-17%
Cc1ccc(C(=O)NCCn2ccc3ccccc32)cc1[N+](=O)[O-],1%,2.9%,i,?,15%,-10%,-17%,1%,-24%
O=C(NCCO)OC1CC2CC1[C@H]1CCCCN1C2=O (stereo partly drawn),2%,0.1%,i,nt,nt,7%,nt,nt,nt
COc1ccc(N2CCOCC2)c(NC(=O)COc2cccc(C)c2)c1,6%,0.1%,i,-15%,-1%,17%,1%,4%,6%
Cc1cccc(C(=O)OCc2cc(=O)oc3c(C)c(C)ccc23)c1O,15%,-0.7%,i,2%,1%,5%,2%,-3%,-2%
COc1ccc(OC)c(N(CC(=O)Nc2ccccc2C(=O)NCc2ccco2)S(C)(=O)=O)c1,-1%,3.7%,i,5%,5%,-1%,12%,8%,-21%
COc1cc(/C=N/NC(=O)CC#N)cc(Br)c1O,-37%,7.6%,?,-7%,5%,15%,-6%,?,4%
CCOC(=O)c1c(NC(=O)C2CCCO2)sc(C(=O)OC(C)(C)C)c1C (stereo not drawn),-23%,0.2%,i,-15%,?,-10%,-11%,-10%,-3%
O=S(=O)(c1ccccc1)c1nc(-c2cccs2)oc1NCCCn1ccnc1,2%,-0.6%,?,nt,-2%,17%,-18%,0%,-6%

# Bioassay records as filed in PubChem.
